Assay outcomes (PubChem)
HSP90 inh: HSP90 refolding inhibition in rabbit reticulocyte lysate | luciferase refolding luminescence, 3 h | inhibition, % at 5.6 µM | 290,000 tested, 0.91% active | AID 1789;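 active means inhibition above the screen-wide mean plus 3 SD, computed separately per campaign, cut at about 16% in these data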;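 further: 0% = DMSO wells and 100% = 60 µM geldanamycin wells; inhibitors lower the luminescence because luciferase stays unfolded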
AI-2 QS modul: Vibrio harveyi AI-2 quorum sensing modulation; Vibrio harveyi JMH597 AI-2 luminescence/OD600 ratio, 9 h; active compounds read low; strain lacks LuxN and CqsS sensors; 0 = neutral-control median; 300,000 tested, 0.4% active; activity change, % at 7.5 µM; in the data active means activity change below about -75%, passing the limit was not always enough;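 further: luminescence divided by OD600 gain over 9 h not by final OD600 alone; inactives centre near 13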
PolyA inh: inhibitors of polyadenylation in S. cerevisiae; S. cerevisiae SKY197-pL101 polyadenylation reporter, beta-gal luminescence; efflux-impaired pdr1/pdr3 knockout yeast; score 100 = 6 SD above DMSO; calls only at 12 µM; 300,000 tested, 0.02% active; AID 1875;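 active means lowest replicate activity score at least 50, where 100 means six control SD above control mean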;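 further: yeast exposed to compound for 9 h at 30 °C; higher score means more reporter readthrough which indicates perturbed polyadenylation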
HDAC3 inhib: blocks human histone deacetylase 3; recombinant HDAC3, fluorogenic peptide/trypsin coupled, fluorescence; inhibition, % at 8.3 µM; 320,000 tested, 0.15% active; AID 2718; in the data active means inhibition above about 26%, passing the limit was not always enough
Target sequence (O15379 whole entry, looked up): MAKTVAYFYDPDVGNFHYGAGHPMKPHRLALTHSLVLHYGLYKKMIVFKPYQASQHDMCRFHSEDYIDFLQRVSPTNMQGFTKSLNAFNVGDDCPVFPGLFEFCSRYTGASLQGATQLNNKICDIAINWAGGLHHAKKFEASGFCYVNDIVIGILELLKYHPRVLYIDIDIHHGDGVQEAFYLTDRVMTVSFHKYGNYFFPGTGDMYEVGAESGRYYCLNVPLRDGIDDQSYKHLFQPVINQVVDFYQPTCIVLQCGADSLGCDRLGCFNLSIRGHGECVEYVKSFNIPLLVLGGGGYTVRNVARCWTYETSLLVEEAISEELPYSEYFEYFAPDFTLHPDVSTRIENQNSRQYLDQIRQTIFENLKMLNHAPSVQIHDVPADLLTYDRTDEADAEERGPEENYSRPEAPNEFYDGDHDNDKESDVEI
Platelet DG rel: platelet dense granule release activity; human platelet-rich plasma, SFLLRN dense granule ATP release, luminescence; AID 1663; 300,000 tested, 0.22% active; inhibition, %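 (compounds screened at 7.5 µM in platelet-rich plasma)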;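 active means mean replicate score, as percent of positive control, at or above 50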
HSF1 inh: HSF1 inhibition | NIH3T3-HGL HSE-luciferase, MG132-induced, luminescence 8 h; active compounds read low | activity change, negative = inhibition, % at 7.5 µM (by protocol) | 300,000 tested, 0.77% active | AID 2098;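 active means more than half of replicate wells show activity change below -50%, luminescence cut by over half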;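 further: luciferase reports HSF-1 transcriptional activity via heat shock element; 0% = median of DMSO wells and -100% = zero luminescence signal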
GSK3beta inhib: human GSK3beta kinase inhibition; activity score (negative = inhibition), % at 10 µM; 300,000 tested, 0.038% active; GST-GSK3beta kinase, ADP-Glo luminescence, 60 min; active compounds read low;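 active means more than half of replicate wells score below -50%, meaning over 50% inhibition versus plate controls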;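 further: 0% = median DMSO wells and -100% = median GW8510 positive control wells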
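Assay system: GST-tagged human GSK3beta kinase, cell-free; Input: 1.6 ng GSK3beta; Medium: Tris/MgCl2 kinase buffer; Timing: 60 min enzyme reaction, room temperature; Signal: ADP-Glo luminescence quantifying ADP generated by kinase; Evaluation: score relative to plate controls; Benchmarks: DMSO neutral wells and GW8510 at 20 µM as positive.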
HSF-1 act: increases HSF-1 driven luciferase reporter signal. NIH3T3-HGL HSF-1 luciferase reporter, MG132, 8 h; 100% = twice DMSO control signal. activation, % at 9 µM. 300,000 tested, 1.7% active;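 active means mean replicate activation of at least 50% with a set share of replicates each reaching 50%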;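 further: 0% = median of the neutral control wells and 100% = twice that signal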
Dyrk1A ADPGlo: inhibitors of rat Dyrk1A kinase | ADP-Glo luminescence, NFATc1 peptide | inhibition, % at 12.5 µM | 310,000 tested, 0.43% active | AID 504441; in the data active means inhibition above about 50%;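 further: plate controls were vehicle with enzyme for no effect and no enzyme for full effect; many of its hits are not listed in these tables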
GSK3A inh: blocks human GSK-3 alpha kinase; ADP-Glo luminescence, 60 min; inhibition, % at 10 µM; 320,000 tested, 0.1% active; AID 2650;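 in the data active means inhibition above about 50%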;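 further: GST-tagged GSK-3 alpha with peptide substrate and 25 µM ATP; 0% = DMSO neutral wells and 100% = GW8510 positive control wells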
Target sequence (P49840 whole entry, looked up): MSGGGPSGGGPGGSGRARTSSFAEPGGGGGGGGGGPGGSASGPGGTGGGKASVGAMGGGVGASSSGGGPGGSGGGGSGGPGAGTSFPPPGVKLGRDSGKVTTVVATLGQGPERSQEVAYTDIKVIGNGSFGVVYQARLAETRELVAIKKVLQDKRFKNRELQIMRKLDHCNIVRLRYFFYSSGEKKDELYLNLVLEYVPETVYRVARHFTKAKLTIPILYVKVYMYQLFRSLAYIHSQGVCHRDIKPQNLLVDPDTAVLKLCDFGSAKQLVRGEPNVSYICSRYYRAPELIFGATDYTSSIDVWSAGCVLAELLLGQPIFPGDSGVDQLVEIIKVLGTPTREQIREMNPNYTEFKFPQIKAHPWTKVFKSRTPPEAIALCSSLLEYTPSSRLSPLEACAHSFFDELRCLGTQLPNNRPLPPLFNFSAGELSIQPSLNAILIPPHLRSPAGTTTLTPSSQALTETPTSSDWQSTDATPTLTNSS
The depositor's hits bear a star; i = inactive; · = no result given.

item	canonical_smiles	HSP90 inh	AI-2 QS modul	PolyA inh	HDAC3 inhib	Platelet DG rel	HSF1 inh	GSK3beta inhib	HSF-1 act	Dyrk1A ADPGlo	GSK3A inh
1	COc1ccccc1C(=O)N/C(=C/c1ccc(Br)cc1)C(=O)NCCO	2.9	32.7	i	3.0	-1.4	4.4	1.8	-5.1	3.3	-1.3
2	C=CCNC(=S)N1CCN(CCN=Cc2c(C)[nH]n(-c3ccc([N+](=O)[O-])cc3)c2=O)CC1	2.4	18.6	i	4.8	11.4	-1.0	3.0	-6.6	-9.1	-0.2
3	CC1CCCCN1C(=O)C1CCCCN1S(=O)(=O)c1cccc([N+](=O)[O-])c1 (stereo not drawn)	5.0	20.0	i	2.1	-0.9	10.8	0.6	-0.1	-0.9	-8.3
4	Cc1ccc(CNC(=O)CN2CCN(Cc3ccc(C)cc3)C2=O)cc1	-1.5	42.2	i	-11.0	10.8	0.2	0.0	-18.0	-4.5	-1.5
5	CCOC(=O)c1c(/N=C/N(C)C)sc(/C=N/Nc2ccccc2)c1-c1ccccc1	3.3	9.5	i	-8.5	1.3	2.4	1.9	30.6	4.4	-0.1
6	Cc1sc2ncnc(N=Nc3c(O)[nH]c4ccccc34)c2c1C	4.6	12.7	i	·	-25.1	6.4	1.1	7.6	2.3	·
7	CCc1nc2oc3cc(OC)ccc3c(=O)c2c(=O)n1Cc1ccccc1	0.0	26.2	i	10.5	-1.8	0.0	-46.5	-5.6	10.5	-0.4
8	CCCN1CCC(NC(=S)Nc2ccc(OC)c(OC)c2)CC1	-2.0	8.7	i	2.5	-3.8	-1.3	-1.9	-6.6	10.9	1.6
9	COc1cc2c(cc1OC)/C(=C/c1ccc(Cl)cc1)C(=O)OC2	3.4	30.1	i	2.4	17.0	28.3	5.2	44.4	3.0	1.0
10	CCCCS(=O)(=O)/C=C\C1C2C=CC(C2)C1S(=O)(=O)CCCC (stereo not drawn)	2.6	-3.6	i	3.0	-0.6	-3.2	-3.8	-18.4	7.6	2.7

Five compounds drawn at random from the list so far:
item	canonical_smiles	HSP90 inh	AI-2 QS modul	PolyA inh	HDAC3 inhib	Platelet DG rel	HSF1 inh	GSK3beta inhib	HSF-1 act	Dyrk1A ADPGlo	GSK3A inh
2	C=CCNC(=S)N1CCN(CCN=Cc2c(C)[nH]n(-c3ccc([N+](=O)[O-])cc3)c2=O)CC1	2.4	18.6	i	4.8	11.4	-1.0	3.0	-6.6	-9.1	-0.2
10	CCCCS(=O)(=O)/C=C\C1C2C=CC(C2)C1S(=O)(=O)CCCC (stereo not drawn)	2.6	-3.6	i	3.0	-0.6	-3.2	-3.8	-18.4	7.6	2.7
5	CCOC(=O)c1c(/N=C/N(C)C)sc(/C=N/Nc2ccccc2)c1-c1ccccc1	3.3	9.5	i	-8.5	1.3	2.4	1.9	30.6	4.4	-0.1
6	Cc1sc2ncnc(N=Nc3c(O)[nH]c4ccccc34)c2c1C	4.6	12.7	i	·	-25.1	6.4	1.1	7.6	2.3	·
8	CCCN1CCC(NC(=S)Nc2ccc(OC)c(OC)c2)CC1	-2.0	8.7	i	2.5	-3.8	-1.3	-1.9	-6.6	10.9	1.6

Carrying on.
item	canonical_smiles	HSP90 inh	AI-2 QS modul	PolyA inh	HDAC3 inhib	Platelet DG rel	HSF1 inh	GSK3beta inhib	HSF-1 act	Dyrk1A ADPGlo	GSK3A inh
11	COc1cc2nc(Cl)nc(N3CCN(C)CC3)c2cc1OC	-0.6	11.3	i	1.1	-0.1	-13.9	-1.0	-22.6	·	2.8
12	Cc1ccc(S(=O)(=O)C(C#N)c2nc3ccccc3nc2N2CC(C)OC(C)C2)cc1C (stereo not drawn)	2.5	18.0	i	8.9	10.1	4.7	-1.4	33.4	-14.9	-4.2
13	COc1cccc(NC(=S)NCc2cccs2)c1	-2.9	-21.0	i	-1.6	3.9	7.3	-0.4	26.5	-1.6	-1.8
14	Cc1ccc(C(=O)N2CCN(c3ncccn3)CC2)cc1NC1=NC2CS(=O)(=O)CC2S1 (stereo not drawn)	8.6	27.2	i	1.9	-1.5	0.2	4.1	-16.6	2.3	-0.2
15	COc1ccc(C(=O)NC(=S)Nc2ccc([N+](=O)[O-])cc2C)cc1OC	0.3	·	i	-2.8	3.0	-9.1	·	-10.0	2.3	-7.6
16	CCCCn1c(N)c(N(CC(C)C)C(=O)C2CCN(C(=O)c3ccc(F)cc3)CC2)c(=O)[nH]c1=O	1.3	-0.5	i	-1.5	-4.2	-12.3	2.9	-11.1	-1.5	-0.6
17	CN(CCCNC(=O)COc1cc(=O)n(C)c2ccccc12)Cc1ccccc1	-1.0	8.5	i	2.4	-2.9	3.1	0.4	7.2	1.8	-0.3
18	COc1ccc(OCC(=O)Nc2ccc3c(c2)nc(CCN2CCC(C)CC2)n3C)cc1	0.4	19.1	i	-3.4	16.3	19.8	0.0	30.3	-4.2	6.2
19	COc1cccc(NC(=O)CSc2nc(=O)n(CCN(C)C)c3c2CCCC3)c1	·	13.0	i	1.4	-3.1	-1.6	-1.8	8.2	16.7	-3.9
20	O=C(N/C(=C/c1cccnc1)C(=O)N1CCOCC1)c1ccccc1Br	3.5	-4.1	i	3.6	-2.1	-4.2	2.5	11.5	-6.1	0.3
21	CCCN(CCC)C(=O)CC(c1ccccc1)c1ccco1 (stereo not drawn)	-1.3	9.3	i	-2.1	8.7	-5.4	-1.3	-11.2	·	1.2
22	Cc1sc2ncn(CC(=O)OC(C)C(=O)NC(C)(C)C)c(=O)c2c1C (stereo not drawn)	-0.3	18.1	i	-8.8	-1.1	-14.1	0.8	-35.0	-4.5	-0.6
23	CC(C)CN1CCN(Cc2cccc3cccnc23)CC1CCO (stereo not drawn)	1.4	18.9	i	-5.3	-1.1	-4.1	2.3	-13.6	-2.8	1.5
24	CCSc1nc2ccccc2c(=O)n1OCC(=O)OC	5.7	11.1	i	-4.9	-7.8	-3.2	-1.4	-0.1	-2.8	0.0
25	COCc1cc(C)nc(N2CCN(Cc3ccccc3)CC2)c1C#N	-2.7	14.6	i	-5.8	-3.0	-4.2	-1.9	2.9	-0.4	3.1
26	COc1ccc(C(=O)N/C(=C\c2ccco2)C(=O)OCc2ccco2)cc1	-6.1	-9.5	i	0.0	-7.2	-30.8	-3.5	-44.6	-3.9	-1.9
27	CCCC1=NN(C(=O)Cc2ccc(OC)cc2)C(O)(C(F)(F)F)C1 (stereo not drawn)	-5.0	9.9	i	2.0	-56.9	4.6	0.7	43.2	-0.7	-3.1
28	O=C(CSc1ncnc2c1cnn2-c1ccccc1)Nc1ccccc1	1.9	13.6	i	-15.4	1.5	2.5	1.1	-0.3	·	-1.5
29	CC(C)(C)c1ccc(C(=O)C2CCCN(C(=O)C3CCOCC3)C2)cc1 (stereo not drawn)	1.1	3.2	i	-2.5	5.8	7.2	0.7	14.1	-9.1	1.1
30	COc1cccc(CN(C)C(=O)c2cc(COc3ccc4ncccc4c3)on2)c1	2.7	34.5	i	-5.8	-1.3	-5.1	1.3	2.7	-1.8	-2.2
31	COc1ccc(Cn2nnnc2C(CC(C)C)N2CCC(C(N)=O)CC2)cc1 (stereo not drawn)	-2.3	33.0	i	7.1	-4.0	-4.9	3.0	-5.8	0.5	-0.1
32	O=C1Nc2ccc(F)cc2C12SCCS2	-2.0	20.8	i	-2.7	-0.3	4.5	0.8	12.7	8.4	0.9
33	N#Cc1c(NC(=S)NC(=O)C2CCCC2)sc2c1CCCCC2	-2.2	18.1	i	-2.1	-1.6	10.1	1.2	15.5	-8.1	-0.2
34	O=C(CCc1nnc(CCCCc2ccccc2)o1)NCc1cc(F)ccc1F	1.9	17.5	i	-3.6	-0.4	13.5	0.8	15.2	2.1	-2.4
35	COC(=O)c1cn(C(=O)c2ccc(C)cc2C)c2ccccc12	3.9	18.3	i	-1.2	-3.5	1.2	1.0	-9.3	-0.2	-4.2
36	Cc1ccc(-c2nnc(Nc3ccc(C(=O)N(C)C)cc3)c3ccccc23)cc1S(=O)(=O)NCC1CCCO1 (stereo not drawn)	-1.7	5.7	i	-3.2	7.3	-5.1	4.8	3.6	4.7	-1.7
37	O=C(CCCc1c[nH]c2ccccc12)Nc1ccc(S(=O)(=O)Nc2ncccn2)cc1	2.3	32.3	i	·	6.7	-3.7	0.7	16.8	2.2	-0.5
38	Cc1c(NS(=O)(=O)c2cc(C(=O)NCc3cccnc3)cc(Cl)c2Cl)c(=O)n(-c2ccccc2)n1C	·	89.1	i	-2.6	-20.3	3.4	-0.1	-12.7	-2.7	5.2
39	Cc1cc(OCC(=O)N2CCCCCC2)ccc1[N+](=O)[O-]	2.6	11.2	i	9.1	-11.5	-4.8	2.0	1.2	-4.9	-1.1
40	O=C1CCc2cc(S(=O)(=O)Nc3ccccc3)cc3c2N1CCC3	·	0.6	i	1.0	5.3	-5.2	-2.5	3.4	5.1	2.2
41	CCc1cc2c(NCC3CCCO3)ncnc2s1 (stereo not drawn)	3.0	4.3	i	-1.6	1.0	-1.6	-5.0	8.6	19.2	2.7
42	CCn1c2ccccc2c(=O)c2ccccc21	7.3	26.4	i	-67.6	2.4	-8.9	-17.9	5.8	41.5	10.1
43	CC(C)Cn1[nH]c2c3c(ccc2c1=O)C(=O)c1ccccc1C3=O	-1.2	30.8	·	2.6	-35.2	1.5	1.0	7.5	1.9	-2.5
44	Cc1ccc(N2C(=O)C3C4C=CC(CNC(=S)Nc5ccc(F)cc5)(O4)C3C2=O)cc1 (stereo not drawn)	1.7	16.2	i	-1.9	10.9	25.2	1.0	21.2	·	-0.5
45	COC(=O)c1cc(-c2c(C)oc3cc(OC(C)C)ccc3c2=O)c(C)o1	-2.8	34.0	i	3.0	-3.1	5.9	3.7	3.0	·	-2.3
46	Cc1cnc(C(=O)Nc2nnc(SCc3c(Cl)cccc3Cl)s2)cn1	4.1	19.9	i	-1.1	-16.4	-10.2	4.2	-14.0	2.2	4.6
47	COc1ccc(NC(=O)CCNC(=O)Cn2cnc3ccccc3c2=O)cc1OC	-3.6	29.4	i	-2.1	-2.1	0.5	-0.8	-2.5	-5.1	1.3
48	CC1=Nc2ccccc2N=C(NC(=O)c2ccccc2)C1c1ccccc1 (stereo not drawn)	-2.7	8.3	i	34.2*	-2.3	-4.6	1.2	0.1	-1.7	2.2
49	CCN(CC(=O)Nc1c(F)cccc1F)C(=O)CCN1C(=O)C2CCCCC2C1=O (stereo not drawn)	·	29.3	i	-1.3	-5.3	-5.2	0.0	-8.7	-3.5	-0.8
50	COc1cc(NC(=O)c2ccco2)c(OC)cc1NC(=O)Nc1cccc(Cl)c1	1.6	5.6	i	-1.8	11.1	7.9	1.4	18.6	·	-0.1
51	Cc1ccc(S(=O)(=O)NCCOCCNS(=O)(=O)c2ccc(C)cc2)cc1	-0.2	33.0	i	1.5	-1.2	-1.4	5.9	-4.0	-10.9	-1.7
52	COc1cc2c(N3CCOCC3)cc(O)c(CC(=O)Nc3ccccc3)c2cc1OC	-3.1	22.0	i	-6.6	-2.5	-18.4	-2.0	-30.7	-2.7	0.2

Some of the compounds tested; the hit share may differ from the screen's.
